From PubChem
ABHD4 inh: ABHD4 inhibitors, primary screen, biochemical, fluorescence polarization, mouse; (Lyso)-N-acylphosphatidylethanolamine lipase (Mus musculus), Q8VD66; purified mABHD4, FP-Rh probe fluorescence polarization; inhibition, % at 8.92 µM; 0.54% of 370,000 active;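 active = inhibition exceeding the mean over every tested compound plus 3 SD, cut at about 30% in these data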;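 note: 0% = plate median of compound wells and 100% = S159A mutant with DMSO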
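Doses – 8.92 µM, single dose · Material – wild-type mouse ABHD4 protein · Replication – single well per compound (singlicate) · Measure – percent inhibition of probe binding, normalized to plate controls · Schedule – 45 min compound pre-incubation plus 60 min probe step, 25 °C · Detection – fluorescence polarization with parallel and perpendicular emission, 525/598 nm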
LEDGF integ inh: blockers of LEDGF/p75-dependent integrase strand transfer – biochemical, TR-FRET, high throughput, primary screen; HIV-1 integrase (with human LEDGF/p75); TR-FRET IN-LEDGF/p75 DNA integration, Eu/Cy5; inhibition, % at 3.7 µM; 0.64% of 370,000 active;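 active = inhibition above the screen-wide mean plus 3 SD, cut at about 13% in these data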;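 note: signal is the Cy5 over europium emission ratio at 671 and 618 nm; 0% = plate median of compound wells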
PG9 Ab binder: binders of HIV-1 gp120 antibody PG9, primary screen, biochemical, TR-FRET; TR-FRET gp120-PG9 antibody binding; 0.43% of 360,000 active; inhibition, % at 6.7 µM; AID 624416, 2012; in the data active = inhibition above about 8.5%
HTRA1 inh: HTRA1 serine protease inhibitors, primary screen, biochemical, fluorescence polarization, HTS. 0.5% of 340,000 active. Q92743. inhibition, % at 5.96 µM. recombinant HTRA1, FP-rhodamine activity-based probe; in the data active = inhibition above about 36%;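 note: 0% = enzyme with DMSO and 100% = wells lacking enzyme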
TDP2 inh: human TDP2 enzyme inhibitors, primary screen, biochemical, epi absorbance, recombinant enzyme; T5PNP hydrolysis, p-nitrophenol absorbance 415 nm; inhibition, % at 12.8 µM; 0.34% of 370,000 active; AID 720702, 2013;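 active = inhibition above the mean of all tested compounds plus 3 SD, set per campaign, cut at about 25% in these data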;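 note: 0% = DMSO with enzyme and 100% = buffer with substrate but no TDP2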
Target sequence (O95551 whole entry, looked up): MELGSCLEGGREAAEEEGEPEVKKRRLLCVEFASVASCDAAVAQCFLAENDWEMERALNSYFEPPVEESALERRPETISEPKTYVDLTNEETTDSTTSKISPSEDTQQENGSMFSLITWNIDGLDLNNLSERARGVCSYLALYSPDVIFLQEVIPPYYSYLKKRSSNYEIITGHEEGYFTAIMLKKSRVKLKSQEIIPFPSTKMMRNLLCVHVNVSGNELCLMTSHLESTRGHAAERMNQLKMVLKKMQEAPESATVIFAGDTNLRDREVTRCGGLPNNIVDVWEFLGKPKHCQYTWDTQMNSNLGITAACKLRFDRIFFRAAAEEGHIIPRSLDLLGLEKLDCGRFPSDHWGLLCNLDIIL
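Assay system: recombinant human TDP2 / Reagent: T5PNP substrate at 5 mM, a TopII-DNA adduct mimic / Measured by: epi absorbance from released p-nitrophenol / Evaluation: % inhibition relative to enzyme-containing and enzyme-free wells / Control set: enzyme-free and DMSO wells / Replicates: each compound tested once, singlicate / Schedule: enzyme reaction with compound for 2 h at 37 °C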
UHRF1 MBD2 ctr: UHRF1 methylated DNA binding inhibitors, primary screen, counter-screen for MBD2 inhibitor project, biochemical, TR-FRET, human UHRF1, single concentration | UHRF1 binding to methylated oligo | 0.75% of 370,000 active | inhibition, % at 4.4 µM | AID 687016, 2013; in the data active = inhibition above about 21%;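 note: UHRF1 SRA domain binding a hemimethylated CpG hairpin DNA probe; 0% = median of test compound wells and 100% = reference inhibitor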
DDE Tn7 FP inh: inhibitors of Tn7 peptide binding to fibrin DD(E), primary screen, biochemical, fluorescence polarization, human fibrin, Tn7 probe | FP displacement of FITC-Tn7 peptide from fibrin DD(E); 0% = median of compound wells per plate | AID 720508, 2013 | inhibition, % at 8.3 µM | 0.13% of 370,000 active;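 active = inhibition above the mean of compounds falling within the control limits plus 3 SD of them, cut at about 14% in these data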;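 note: 0% = plate median of compound wells and 100% = 10 µM Aha-Tn7 peptide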
Target sequence (P02675 whole entry, looked up): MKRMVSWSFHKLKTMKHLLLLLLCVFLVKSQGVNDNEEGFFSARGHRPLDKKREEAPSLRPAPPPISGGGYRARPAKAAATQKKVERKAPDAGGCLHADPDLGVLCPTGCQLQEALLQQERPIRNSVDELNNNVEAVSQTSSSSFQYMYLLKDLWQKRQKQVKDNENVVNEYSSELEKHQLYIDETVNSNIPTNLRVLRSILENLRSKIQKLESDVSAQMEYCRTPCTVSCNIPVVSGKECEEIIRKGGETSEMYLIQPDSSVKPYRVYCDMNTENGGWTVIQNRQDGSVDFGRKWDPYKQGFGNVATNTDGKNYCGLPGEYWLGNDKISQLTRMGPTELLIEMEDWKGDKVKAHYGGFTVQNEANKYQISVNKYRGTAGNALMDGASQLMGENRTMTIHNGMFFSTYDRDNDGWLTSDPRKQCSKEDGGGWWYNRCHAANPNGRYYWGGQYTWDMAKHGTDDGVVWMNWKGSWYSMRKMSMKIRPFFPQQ
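assay system = human clot-derived fibrin DD(E) complex | quantity = Fibrin-DD(E) at 2 µM final | timing = 10 min preincubation, 3 h with tracer, room temperature | signal = fluorescence polarization | measure = percent inhibition | benchmarks = high control wells with 10 µM unlabelled Aha-Tn7 peptide (full inhibition) | replicates = singlicate testing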
SIAE inh: human SIAE inhibitors, primary screen, biochemical, fluorescence polarization, FP-Rh probe, 1536-well HTS; AID 1053197, 2014; inhibition, % at 9.66 µM; SIAE FP-Rh probe binding; Sialate O-acetylesterase (Homo sapiens), Q9HAT2; 0.69% of 370,000 active;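 active = inhibition above a cutoff: mean of compounds within the control limits plus 3 SD of those, cut at about 17% in these data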;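 note: 0% = plate median of compound wells and 100% = probe without SIAE protein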
PRMT1 inh: PRMT1 methyltransferase inhibitors, primary screen, biochemical, fluorescence polarization. recombinant PRMT1, activity-based probe fluorescence polarization. inhibition, % at 2.79 µM. 1.3% of 370,000 active. AID 652257, 2013;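 active = inhibition above about 21% made by adding two undisclosed values, limit read from the data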
TCR CD3 inh: inhibitors of human TCR-CD3 interaction, primary screen, biochemical, fluorescence, TAMRA-labeled TCR probe; T-cell receptor (TCR); inhibition, % at 9.4 µM; 0.37% of 360,000 active; AID 651800, 2012; in the data active = inhibition above about 19%;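 note: recombinant mutant TCR 2C K166C tagged with TAMRA read by polarization; 0% = receptor in buffer alone and 100% = receptor with positive control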
Numbers without * were called inactive; / = not tested or not shown; & = joins results of further samples. Rows are unselected; overall some 4.2% were active at least once.

Preview:
mol	HTRA1 inh	TDP2 inh	LEDGF integ inh	PG9 Ab binder	DDE Tn7 FP inh	SIAE inh	TCR CD3 inh	ABHD4 inh	UHRF1 MBD2 ctr	PRMT1 inh
CC1(C)CC2(C)OCCN2C(=S)N1 (centres undefined)	4&0	-3&10	-1&3	-2.6&1.2	-5&2	3&2	7&0	-3&-5	0&-2	-5&0
COc1ccc(OC)c(-n2c(SCC(=O)Nc3cc(C)on3)nnc2-c2c[nH]c3ccccc23)c1	-36	-2	-1	-1.4	2	-3	3	-16	-2	-7
O=C(Cc1ccccc1Cl)Nc1cc(S(=O)(=O)N2CCOCC2)ccc1N1CCOCC1	-2	2	2	-2.7	3	-2	-5	1	1	0
N#C/C(=C/c1ccc(-c2ccc(C(=O)O)c(Cl)c2)o1)C(=O)NCC1CCCO1 (centres undefined)	-2	-17	0	-2.5	-8	-1	7	4	6	-1
Cc1cccc(CNC(=O)Nc2nnc([C@H]3C[C@H](O)[C@@H](CO)O3)s2)c1	/	3	2	0.2	-4	6	0	0	1	2
CCCOc1ccc(C(F)(F)F)cc1NC(=O)CN1C(=O)C(=O)N(CC)C1=O	0	-3	-3	1.6	0	2	-2	8	0	5
COc1ccc(C2CC(=O)C(c3ccc(Cl)c(Cl)c3)=CN2Cc2ccccc2)cc1 (centres undefined)	/	11	3	-0.8	-2	1	0	-10	0	-6
CCc1cccc(CC)c1NC(=O)CO/N=C(\N)CC(=O)NC1CCCCC1	-2	-5	-10	0.1	0	3	-5	-1	0	8
C=CCN1C(=O)c2n[nH]c(COC)c2C1c1ccc(F)cc1 (centres undefined)	/	-2	0	0.0	1	-3	1	6	-1	3
CC(=O)N1c2ccc(S(=O)(=O)N3CCCC(C(=O)Nc4cc(C)cc(C)c4)C3)cc2CC1C (centres undefined)	-14	2	-1	1.4	-1	-11	-3	-11	-1	2
C=CCN(C(=O)c1csnn1)C(C(=O)NC1CCCC1)c1ccc(F)cc1 (centres undefined)	5	7	4	-2.0	2	-6	-7	3	5	-2

The list itself, from the first entry:
mol	HTRA1 inh	TDP2 inh	LEDGF integ inh	PG9 Ab binder	DDE Tn7 FP inh	SIAE inh	TCR CD3 inh	ABHD4 inh	UHRF1 MBD2 ctr	PRMT1 inh
CC1(C)CC2(C)OCCN2C(=S)N1 (centres undefined)	4&0	-3&10	-1&3	-2.6&1.2	-5&2	3&2	7&0	-3&-5	0&-2	-5&0
COc1ccc(OC)c(-n2c(SCC(=O)Nc3cc(C)on3)nnc2-c2c[nH]c3ccccc23)c1	-36	-2	-1	-1.4	2	-3	3	-16	-2	-7
O=C(Cc1ccccc1Cl)Nc1cc(S(=O)(=O)N2CCOCC2)ccc1N1CCOCC1	-2	2	2	-2.7	3	-2	-5	1	1	0
N#C/C(=C/c1ccc(-c2ccc(C(=O)O)c(Cl)c2)o1)C(=O)NCC1CCCO1 (centres undefined)	-2	-17	0	-2.5	-8	-1	7	4	6	-1
Cc1cccc(CNC(=O)Nc2nnc([C@H]3C[C@H](O)[C@@H](CO)O3)s2)c1	/	3	2	0.2	-4	6	0	0	1	2
CCCOc1ccc(C(F)(F)F)cc1NC(=O)CN1C(=O)C(=O)N(CC)C1=O	0	-3	-3	1.6	0	2	-2	8	0	5
COc1ccc(C2CC(=O)C(c3ccc(Cl)c(Cl)c3)=CN2Cc2ccccc2)cc1 (centres undefined)	/	11	3	-0.8	-2	1	0	-10	0	-6
CCc1cccc(CC)c1NC(=O)CO/N=C(\N)CC(=O)NC1CCCCC1	-2	-5	-10	0.1	0	3	-5	-1	0	8
C=CCN1C(=O)c2n[nH]c(COC)c2C1c1ccc(F)cc1 (centres undefined)	/	-2	0	0.0	1	-3	1	6	-1	3
CC(=O)N1c2ccc(S(=O)(=O)N3CCCC(C(=O)Nc4cc(C)cc(C)c4)C3)cc2CC1C (centres undefined)	-14	2	-1	1.4	-1	-11	-3	-11	-1	2
C=CCN(C(=O)c1csnn1)C(C(=O)NC1CCCC1)c1ccc(F)cc1 (centres undefined)	5	7	4	-2.0	2	-6	-7	3	5	-2
O=C(NCCN1CCOCC1)c1c(Cl)cccc1Cl	7	8	-1	0.3	-8	2	-4	2	-2	-2
Cc1cccc(N(C(=O)Cc2cccs2)C(C(=O)NC2CCCC2)c2ccncc2)c1 (centres undefined)	-5	11	-2	-0.4	2	-2	10	6	2	-1
CCn1c(N2CCC(C)CC2)nc2c1c(=O)n(C)c(=O)n2C	-1	-10	-5	-1.5	0	-4	-1	-7	2	12
CCCCNC(=O)C[C@H]1C[C@@]2(C(=O)OC)C(=C[C@H](C(C)C)O[C@@H]2C2CC2)N(CCc2ccc(OC)c(OC)c2)C1=O	/	-8	-5	/	-5	5	/	3	-1	-1
O=C(COC(=O)CNC(=O)c1ccccc1F)NCCC1=CCCCC1	-2	4	1	-1.5	-4	-1	-6	-3	-1	4
CCOC(=O)c1cnc(SCC(=O)N2CCN(c3ccccc3)CC2)nc1N	6	-4	-1	-4.4	-5	3	-2	3	0	0
O=C(CCCNC(=O)c1ccc(Cl)cc1)Nc1cccc(S(=O)(=O)N2CCCCC2)c1	-15	-5	-5	0.7	-2	-1	-7	-20	4	6
Cc1cc(C)n2c(SCC(=O)Nc3ccccc3)nnc2n1	-6	-1	1	0.9	-4	1	2	6	1	0
CCOC(=O)C1CCCN(C(=O)c2ccccc2NC(=O)C2=C(C)OCCS2)C1 (centres undefined)	0	-7	-6	2.0	4	3	0	8	4	1
CCCCC[C@@H]1C=C(C(=O)O)[C@H](c2ccc(C#N)cc2)N1S(=O)(=O)c1ccc(C)cc1	-12	-4	1	0.4	2	9	-3	-3	3	3
CC(C)=C(NC(=O)c1ccccc1)C(=O)NCCc1nc2ccccc2[nH]1	1	-2	-1	-0.3	2	1	-9	0	3	4
CC(=O)NC(CC(=O)OC(C)C(=O)Nc1ccc(Cl)cn1)c1ccccc1 (centres undefined)	14	1	-1	1.8	-4	-5	0	3	1	2
O=C(CSCc1ccccc1)NCc1ccc2c(c1)OCO2	-7	13	1	0.1	7	1	0	-3	-2	0
COc1ccc(-c2[nH][nH]c(=O)c2NC(=O)c2ccccn2)cc1	/	8	-6	-1.9	6	4	4	4	-10	2
CCOc1ccc(C2C(C(=O)c3ccc(C)o3)=C(O)C(=O)N2c2nc(C)c(C(=O)OC)s2)cc1 (centres undefined)	-9	7	1	0.2	-2	-5	-5	-8	-1	4
CSCC(C)N1CCC(n2nccc2NC(=O)c2ccc3c(c2)OCO3)CC1 (centres undefined)	1	1	-2	-1.5	1	-1	1	-3	-3	6
COc1ccccc1NC(=S)N(Cc1ccccc1)Cc1cccnc1	-1	-14	7	-0.2	3	2	-5	-5	4	-7
COc1cc(NC(=O)Cc2cccs2)cc(OC)c1	-13	5	0	-1.0	4	-1	-3	1	1	1
CCOC(=O)C1=C(C)NC(=O)NC1/C(C)=C/c1ccccc1 (centres undefined)	5	-4	-5	-0.4	0	-5	2	1	6	0
CN(CC(=O)Nc1c(Cl)cccc1Cl)C(=O)c1cc(-c2cccs2)nn1-c1ccccc1	-26	-2	-8	3.4	-1	-1	-6	-5	-1	5
Cc1ccc(N(CC(=O)Nc2cc(C)ccc2C)S(C)(=O)=O)cc1	-4	0	0	-2.2	-2	2	-8	-2	5	2
Fc1ccc(-n2cc(-c3ccccc3)c3c(N4CCOCC4)ncnc32)cc1	-10	-3	-2	-1.1	-1	0	2	-10	-3	0
CCCCOc1ccc(C(=O)NC(=S)Nc2ccc(CN3CCOCC3)cc2)cc1	-5	5	-4	-2.1	4	4	4	6	-1	-3
COc1cc(Cl)ccc1NC(=S)N(CCN1CCOCC1)C1CCN(C(C)=O)CC1	5	-9	6	0.2	-6	-8	-1	2	1	2
CC(C)NC(=S)N1CCN(S(C)(=O)=O)CC1	1	-2	-6	0.5	-1	3	-4	10	4	2
COc1ccc(CN2C(=O)C(C)S/C2=N/N=C/c2ccco2)cc1 (centres undefined)	/	13	-5	-1.1	3	-2	-2	-4	0	1
CCCn1c(C)cc(C(=O)COC(=O)c2cc(S(=O)(=O)NCC(C)C)c(Cl)cc2Cl)c1C	-38	-6	2	0.6	0	-13	1	-14	3	0
Cc1cccc(OCCCC(=O)N2CCCCCC2)c1C	-3	2	2	1.1	-3	7	2	0	-1	-1
COc1ccc(C(C)=O)cc1COC(=O)c1ccc(C)c(S(=O)(=O)N2CCOCC2)c1	-9	-3	-4	-0.7	1	-8	-2	-4	-1	6
CC1(C)Cc2c(sc3ncnc(NNC(=S)NCc4ccccc4)c23)CO1	9	-2	-3	-3.7	4	0	3	7	-3	0
CCc1nn(C(C)C(=O)NCCN2CCCCCC2)c(=O)c2cc3occc3n12 (centres undefined)	4	0	2	1.2	1	4	8	9	-1	2
COc1ccc(C(=O)NCc2nnc(SCC(=O)c3ccccc3)n2C)cc1OC	7	-8	-1	-0.3	-1	2	13	5	1	3
Cc1nc(C(F)(F)F)ccc1C(=O)N1CCC1(C)C(=O)Nc1ccc2c(c1)OCO2 (centres undefined)	/	13	4	0.6	-4	-2	6	6	2	-3
Cc1cc([N+](=O)[O-])cc(/C=N\NC(=O)C2COc3ccccc3O2)c1O (centres undefined)	10	-20	-4	0.4	2	2	31*	4	-2	-2
Cn1c(=O)cc(OCCCC(=O)Nc2cc(Br)ccn2)c2ccccc21	/	-1	1	/	4	1	/	-1	0	-3
O=C(Cn1cc2c(n1)CCCC2)NCc1cccnc1	2	-4	0	1.1	1	0	3	4	0	-6

Single records, as listed above. Screens in order: HTRA1 inh	TDP2 inh	LEDGF integ inh	PG9 Ab binder	DDE Tn7 FP inh	SIAE inh	TCR CD3 inh	ABHD4 inh	UHRF1 MBD2 ctr	PRMT1 inh
CN(CC(=O)Nc1c(Cl)cccc1Cl)C(=O)c1cc(-c2cccs2)nn1-c1ccccc1 is listed as -26	-2	-8	3.4	-1	-1	-6	-5	-1	5
CCCCOc1ccc(C(=O)NC(=S)Nc2ccc(CN3CCOCC3)cc2)cc1 is listed as -5	5	-4	-2.1	4	4	4	6	-1	-3
